pAkt inh: HTS Assay for Inhibitors of Akt Phophorylation: Primary Screen | Neuro2A IGF-stimulated pAkt S473 HTRF, 20 min; active compounds read low | activity change, % for hits at 50 µM | actives 0.32% (n = 360,000); in the data active = activity change below about -80%; inconclusive = mostly about -51% to -80%; also: % is scaled to controls: 0 for no effect and ±100 for the full control effect
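Neuro2A cells in DMEM with 0.5% FBS, overnight at 37 deg C, given compound at single 50 µM final, then IGF (6 nM final) for 20 min at 37 deg C. Lysed; phospho-Akt Ser473 by HTRF after 24 h, 665/615 ratio.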
HepG2 viability: qHTS for Inhibitors of TGF-b: Cytotox Counterscreen; HepG2 CAGA-GFP viability, ATP luminescence, 18 h; Potency, µM (doses to about 46.1 µM), inactives show top-dose activity change, negative = cytotoxicity, usual class: cytotoxic; actives 0.76% (n = 410,000); also: potency is read from the fitted curve at half-maximal effect; some results filed as inactive show a strong effect at the top dose
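HepG2 CAGA-GFP cells (1000/well, DMEM with 1% FBS) received compound, then TGF-beta at 500 pg/mL final, and were incubated 18 hours at 37 degrees C. Viability was read by CellTiter-Glo luminescence. Media-only wells were set as complete cell-killing and DMSO as no toxicity.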
S2 tox: Viability Counterscreen for Primary qHTS for Inhibitors of ATXN expression; S2 cells (HEK-293 line with an ATXN2-luciferase reporter) viability, CellTiter-Fluor protease fluorescence, 24 h; Potency, µM (top dose mostly 56.7 µM), actives largely listed as cytotoxic; actives 0.49% (n = 400,000); AID 651635, 2014; also: potency is read from the fitted curve at half-maximal effect; nearly all actives have a fitted effect of over 40% in size
MmCpn inh: Inhibitors of TCP-1 ring complex (TRiC) of Methanococcus maripaludis (MmCpn): qHTS; Chaperonin Mm-Cpn (Methanococcus maripaludis); purified Mm-Cpn ATPase, ADP Transcreener TR-FRET; Potency, µM (doses to about 76.9 µM), for inactives: at the top dose activity, negative = inhibition, most hits filed as inhibitors; AID 504842, 2011; actives 0.031% (n = 330,000); also: potency is read from the fitted curve at half-maximal effect; % is scaled to controls: 0 for no effect and ±100 for the full control effect; nearly all actives have a fitted effect of over 80% in size
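Inhibition of chaperonin ATP hydrolysis is measured as reduced ADP production, detected by competitive TR-FRET in which signal falls with ADP. Final enzyme 25 nM and ATP 10 uM, reacted 30 min at 37°C.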
Nrf2 ARE act: qHTS of Nrf2 Activators. AREc32 ARE-luciferase reporter (MCF7-derived line), luminescence, 24 h. Potency, µM (series often up to 46.1 µM), inactives show at the top dose activation, hits mostly activators. actives 0.31% (n = 410,000). AID 624171, 2012; also: potency is read from the fitted curve at half-maximal effect; % of control where 0% means no effect; nearly all actives have a fitted effect of over 65% in size
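ARE activation measured as luciferase luminescence (Steady-Glo, 30 min RT) in AREc32_Fluc cells after 24 hr compound exposure at 37 deg C, 5% CO2; cells seeded overnight at 1000/well in OPTI-MEM, 5% FBS.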
Nrf2 block: Nrf2 qHTS screen for inhibitors; Potency, µM (top dose mostly 46 µM), for the others: top-dose activity change, negative = inhibition, actives largely listed as inhibitors; AID 504444, 2011; A549 ARE-Fluc reporter, luciferase luminescence, 18-24 h; actives 2.1% (n = 360,000); also: potency is read from the fitted curve at half-maximal effect; % is scaled to controls: 0 for no effect and ±100 for the full control effect; nearly all actives have a fitted effect of over 60% in size
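Cells were seeded and rested 2 h, then exposed to compounds for 18-24 h. CellTiter-Fluor was read first as a viability measure. BugLite was added 15 min before the final luminescent read of ARE-luciferase activity in A549 cells.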
TGFb inhibitor: qHTS for Inhibitors of TGF-b; actives 1.2% (n = 410,000); AID 588855, 2011; HepG2 CAGA-GFP TGF-b/SMAD3 reporter, GFP fluorescence, 18 h; TGF-beta stimulated, 500 pg/mL final; Potency, µM (top dose mostly 46.1 µM), for inactives: at the top dose activity, negative = inhibition, actives largely listed as inhibitors; also: potency is read from the fitted curve at half-maximal effect; % is scaled to controls: 0 for no effect and ±100 for the full control effect; nearly all actives have a fitted effect of over 65% in size
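TGF-beta reporter screen: HEPG2 CAGA-GFP, 1% FBS, 500 pg/mL TGF-beta final, 18 h; per-cell GFP summed per well; curves fitted and categorized by class.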
CCT modulator: High-Throughput Screening for Modulators of Cytosolic Chaperonin Activity | purified chaperonin ATPase assay, HTRF ADP detection, 30 min | activity change, % (concentration not given with the values), hits read low | actives 0.3% (n = 360,000); in the data active = activity change below about -30%; also: % is scaled to controls: 0 for no effect and ±100 for the full control effect
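TRiC at 40 or 20 nM final (batch-dependent) in 30 mM Tris pH 7.4, 100 mM KCl, 5 mM MgCl2, 1 mM DTT, with compound at single 76 uM and 10 uM ATP, 30 min at 37 deg C. ADP detected by HTRF Transcreener, 665/615 ratio.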
A549 tox: Nrf2 qHTS screen for inhibitors: counterscreen for cytotoxicity; A549 ARE-Fluc cells, CellTiter-Fluor viability, 18-24 h; Potency, µM (highest dose often 46 µM), inactives show at the top dose activity change, negative = cytotoxicity, hits mostly inhibitors; actives 0.16% (n = 390,000); AID 504648, 2011; also: potency is read from the fitted curve at half-maximal effect; % is scaled to controls: 0 for no effect and ±100 for the full control effect
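A549 ARE_Fluc cells in 5% FBS OPTI-MEM were exposed to compounds in concentration-response for 18-24 h at 37 deg C. Viability was read by CellTiter-Fluor fluorescence (Ex 405/Em 525) after 30 min, before the luciferase read.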
An asterisk follows results filed as active; i = inactive; u = inconclusive; x = no result given; & = joins results of further samples; [ ] = remark or other dose. Unless noted, calls follow the shape of the dose curve; as a rule, active = well fitted curve in the direction sought with a large enough effect; inconclusive = small, poorly fitted or top-dose-only effect, or another doubt; inactive = no such curve, though single readings can be large; an effect the other way counts as inactive or inconclusive.

SMILES	pAkt inh	HepG2 viability	S2 tox	MmCpn inh	Nrf2 ARE act	Nrf2 block	TGFb inhibitor	CCT modulator	A549 tox
Cc1ccn(CC(=O)NC2CC(C)(C)Cc3c2cnn3-c2ccc(F)cc2)n1 (configuration not stated)	i	22.4%	u	-0.2%	0.4%	u	0.3%	-1.5	-1.3%
c1ccc2c(N3CCOCC3)nc(-c3ccncc3)nc2c1	i	-33.4%	i	2.4%	0.8%	x	17.0%	-0.9	8.2%
Cc1nnc(NC(=O)CSc2nnc(C)n2Cc2ccccc2)s1	i	-2.6%	i	0.9%	-0.8%	-1.8%	6.6%	0.5	-2.3%
CCc1ccc(Nc2nnc(SCC(=O)Nc3sccc3C(N)=O)s2)cc1	i	-1.9%	u	-4.0%	-0.6%	3.4%	10µM*	-1.4	2.6%
O=C(NCc1ccccc1Cl)C1CCN(C(=O)c2ccc(F)cc2)CC1	i	-7.1%	i	x	0.2%	x	-7.9%	0.2	x
O=C(/C=C/c1cccc(F)c1)OCC(=O)c1ccc[nH]1	i	-13.6%	i	-1.9%	6.1%	15.5%	9.8%	-2.1	-1.2%
CCCOc1nc2c(c(=O)n(C)c(=O)n2C)n1C	i	1.9%	i	-2.1%	-0.1%	-22.9%	9.6%	-0.8	-4.4%
C/C(=N/NS(=O)(=O)c1ccc(C)c(C)c1)c1c[nH]c2ccccc12	i	-27.4%	i	0.2%	14.8%	-26.7%	-22.1%	0.8	-3.1%
CCOC(=O)CNC(=S)N(Cc1ccco1)Cc1ccccc1Cl	i	-0.1%	i	0.4%	0.2%	2.8%	25.9%	-0.7	0.0%
CC(=O)Oc1cc(C(=O)OCC(=O)N2CCc3ccccc3C2)cc(OC(C)=O)c1OC(C)=O	i	-39.6%	i	-1.2%	0.0%	-1.3%	-18.5%	2.1	-16.2%
Cc1ccc(-c2c[n+](Cc3ccc(Cl)cc3)c3n2CCC3)cc1	i	-2.1%	u	-1.4%	-0.3%	u	-0.5%	-1.9	-19.6%
CCCCn1c(N)c(NCCC)c(=O)[nH]c1=O	i	-30.0%	i	1.3%	-0.6%[9.22 µM]	-0.5%	-2.3%	-2.1	-2.0%
COC(=O)C1=C(C)N(c2ccc(OC)cc2)C(C)=C(C(=O)OC)C1c1ccc(OC)cc1	i	18.7%	i	-4.7%	3.7%	u	-8.9%	-1.7	2.5%
COC(=O)c1cccc(NC(=O)C2CCCN2C(=O)c2cccs2)c1 (configuration not stated)	i	12.5%	i	-0.1%	-0.3%	-6.0%	28.8%	-3.3	-19.4%
CCN(CC(=O)Nc1ccccc1C(F)(F)F)C(=O)c1ccc(NC(=O)c2cccs2)cc1	i	2.2%	i	x	0.2%	x	-2.5%	-0.6	x
Cc1ccc(Cl)cc1NC(=O)C1CCCCC1C(=O)O (configuration not stated)	i	8.9%	i	0.7%	-0.3%	-1.3%	2.0%	1.3	-2.7%
CC(C)NC(=O)CN1C(=O)c2cccnc2Sc2ccccc21	x	-28.2%	i	x	0.9%	u	2.5%	x	13.4%
C=Cc1ccc(Cn2c(C(=O)O)c(CNC3CCCCC3)c3ccc(C)cc32)cc1	x	-32.4%	i	x	0.5%	13.2%	-4.0%	x	-6.7%
Cc1cc(/C=N/n2cnnc2)c(C)n1-c1ccc(OCc2ccccc2F)cc1	i	12.6µM*	i	0.7%	6.7%	u	11.2µM*	-3.6	u
CC(C)CNC(=O)C(=O)NCCC1CCCCN1S(=O)(=O)c1cccs1 (configuration not stated)	i	7.3%	i	-2.2%	-0.7%	4.8%	3.0%	-3.4	-3.9%

The list goes on, starting with the last 3 of the part before.
SMILES	pAkt inh	HepG2 viability	S2 tox	MmCpn inh	Nrf2 ARE act	Nrf2 block	TGFb inhibitor	CCT modulator	A549 tox
C=Cc1ccc(Cn2c(C(=O)O)c(CNC3CCCCC3)c3ccc(C)cc32)cc1	x	-32.4%	i	x	0.5%	13.2%	-4.0%	x	-6.7%
Cc1cc(/C=N/n2cnnc2)c(C)n1-c1ccc(OCc2ccccc2F)cc1	i	12.6µM*	i	0.7%	6.7%	u	11.2µM*	-3.6	u
CC(C)CNC(=O)C(=O)NCCC1CCCCN1S(=O)(=O)c1cccs1 (configuration not stated)	i	7.3%	i	-2.2%	-0.7%	4.8%	3.0%	-3.4	-3.9%
Cc1onc(-c2ccccc2)c1C(=O)Nc1ccccc1C#N	i	5.5%&3.0%	i	1.3%	-0.2%&2.6%	12.2%&20.7%	-23.6%&0.7%	-1.1&-0.2	0.3%&5.9%
COc1ccc(/C=C/C(=O)Nc2nc(-c3cccs3)ns2)cc1	x	-49.7%	x	x	u	-8.4%	-5.2%	x	-1.6%
CCOC(=O)C1=CN(Cc2cccc(Br)c2)S(=O)(=O)NC1C (configuration not stated)	i	-24.8%	i	-3.3%	1.2%	-0.1%	-21.3%	0.5	-0.5%
CCOC(=O)N1CCC(NC(=O)c2cc(C(=O)Nc3cccc(C(F)(F)F)c3)ccc2CO)CC1	i	-33.5%	i	-1.1%	5.1%	5.8µM*	u	-1.8	u
CCN(CC)S(=O)(=O)c1ccc2oc(C(=O)NCCCN3CCOCC3)c(C)c2c1	i	10.4%	i	2.4%	0.2%	9.8%	-4.6%	1.4	26.5%
Cc1ccc(NC(=O)c2cc(S(=O)(=O)N3CCc4ccccc43)ccc2F)cc1Cl	x	1.4%	x	x	-0.7%	x	12.9%	x	5.2%
O=C(NCc1ccc(F)c(F)c1)c1cccc2c(-c3cccnc3)coc12	i	-33.3%	u	x	4.1%[9.22 µM]	x	0.6%	-0.4	x
COc1ccc(/C=C(\NC(=O)c2ccccc2)C(=O)NCCC(=O)O)cc1	i	-9.5%	i	0.0%	-0.3%	4.9%	5.3%	-0.1	-3.1%
Cc1ccc(CN2CCN(CC(=O)NC(C)c3ccc4c(c3)OCCO4)C2=O)cc1 (configuration not stated)	i	4.4%	i	-0.2%	0.4%	-16.1%	23.8%	-2.0	8.7%
Cc1nn(C)cc1CNC(=O)c1cnn2c1NC(c1ccc(Br)cc1)CC2C(F)(F)F (configuration not stated)	i	-11.7%	i	0.1%	0.5%	-21.2%	u	-6.5	2.3%
Cc1ccc2c(C)nc(Nc3nc(CSc4nnnn4-c4ccccc4)cc(=O)[nH]3)nc2c1	i	-1.6%	u	3.5%	0.5%	u	u	0.0	0.0%[1.84 µM]
Cc1cc(C)n2c(NC3CCCCC3)c(-c3ccc(F)cc3)nc2n1	i	x	i	x	5.2%	x	x	-1.1	x
O=C(CSc1nc2ccccc2c(=O)n1Cc1ccco1)Nc1cccc(O)c1	i	-7.8%	i	-1.5%	5.1%	0.9%	-22.4%	-1.4	0.1%
Cc1cccc(NC(=O)COC(=O)c2ccccn2)c1	i	-1.7%	i	-1.9%	-0.1%	23.0%	21.8%	0.4	1.5%
CC(C)[C@H](NC(=O)c1ccco1)C(=O)NCc1ccccc1	i	-6.8%	i	2.1%	0.0%	-2.1%	-4.7%	-0.1	2.0%
N#CC(C(=O)Nc1ccc(Cl)c(Cl)c1)=C1Nc2ccccc2N1	i	-48.0%	i	-2.3%	1.7%	u	u	-2.7	-23.7%
CCn1c(CC(=O)Nc2ccc(F)cc2)nnc1SCC(=O)NC1CCCC1	i	1.1%	i	-0.7%	-2.5%	5.0%	-0.1%	0.3	2.3%
CCCCNC(=O)CC1N=C2c3ccccc3N=C(SCC(=O)Nc3cccc(C)c3)N2C1=O (configuration not stated)	i	8.1%	i	-1.3%	-0.1%	-14.1%	-2.1%	1.5	-6.4%
CCCCCOCC1CC(C/C(C)=N/NC(N)=S)C(=O)O1 (configuration not stated)	i	-18.7%	u	0.1%	0.5%	0.1%	0.0%	0.4	3.9%
O=[N+]([O-])c1ccccc1OCCOCCOc1cccc2cccnc12	i	-13.8%	i	-3.0%	26.2%	-11.2%	0.0%	1.2	11.0%

Exported field by field: part of the list above
Structure: Cc1cccc(NC(=O)COC(=O)c2ccccn2)c1
  pAkt inh = i
  HepG2 viability = -1.7%
  S2 tox = i
  MmCpn inh = -1.9%
  Nrf2 ARE act = -0.1%
  Nrf2 block = 23.0%
  TGFb inhibitor = 21.8%
  CCT modulator = 0.4
  A549 tox = 1.5%

Structure: CCOC(=O)N1CCC(NC(=O)c2cc(C(=O)Nc3cccc(C(F)(F)F)c3)ccc2CO)CC1
  pAkt inh = i
  HepG2 viability = -33.5%
  S2 tox = i
  MmCpn inh = -1.1%
  Nrf2 ARE act = 5.1%
  Nrf2 block = 5.8µM*
  TGFb inhibitor = u
  CCT modulator = -1.8
  A549 tox = u

(next part)
SMILES	pAkt inh	HepG2 viability	S2 tox	MmCpn inh	Nrf2 ARE act	Nrf2 block	TGFb inhibitor	CCT modulator	A549 tox
COc1ccc(CS(=O)(=O)c2ncn[nH]2)cc1	i	2.1%	i	0.1%	3.0%	8.0%	0.0%	-0.6	-2.2%
C[C@H](CO)N1C[C@H](C)[C@@H](CN(C)Cc2ccc(C(=O)O)cc2)Oc2c(NS(=O)(=O)c3cccs3)cccc2C1=O	i	-6.2%	i	1.3%	0.4%	12.2%	-10.6%	0.4	6.9%
CC1CCN(N=Nc2nc3c([nH]2)c(=O)n(C)c(=O)n3C)CC1	i	-5.7%	i	x	3.5%	-0.4%	12.6%	0.9	0.1%
CC1CN(C(=O)/C(=C/c2ccco2)NC(=O)c2ccccc2)CC(C)O1 (configuration not stated)	i	22.9%	i	-0.1%	-0.4%	-11.1%	0.0%	-2.0	-8.5%

High-throughput results deposited in PubChem by National Center for Advancing Translational Sciences (NCATS).

Rows were taken by chance; 4.4% or so of the library scored in one or more.
